Hsp70 activator = Hsp70 transcriptional activators, primary screen, cell-based, HeLa, Hsp70 promoter luciferase, luminescence, 10 µM | activation, % at 10 µM | HeLa Hsp70 promoter luciferase reporter; scaled: vehicle 0, proteasome-inhibitor control 100% | 200,000 tested, 0.04% active;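 active = activation above the mean across all tested compounds plus 3 SD, cutoff set per campaign, cut at about 5.5% in these data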;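 also: 100% = MG132 at 30 µM as the positive control and 0% = DMSO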
STAT1 blocker = STAT1 signaling inhibitors, primary screen, cell-based, HTS, luciferase reporter | NIH 3T3 STAT1-luciferase reporter, IFN-gamma, luminescence | inhibition, % at 5.5 µM | 200,000 tested, 0.35% active;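 active = inhibition above a set limit, the mean inhibition across all tested compounds plus 3 SD, cut at about 34% in these data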;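 also: 0% = IFN-gamma with DMSO and 100% = IFN-gamma with 300 µM nifuroxazide; values of inactives mirror those of a sister screen read the other way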
Diaphorase act = compounds boosting diaphorase resazurin reduction – biochemical, uHTS, resorufin fluorescence, counter-screen for diaphorase-coupled primary assays, primary screen | Diaphorase/resazurin coupled assay, 16 min; hits give high values; 1 = vehicle wells, 0 = NADH-free wells | activation factor at 20 µM | 190,000 tested, 0.005% active | AID 1229, 2008;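 active = diaphorase activity raised at least twofold by the compound at 20 µM; inactive = activation factor below 2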
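Material: Purified diaphorase enzyme from Clostridium kluyveri | Buffer or medium: 50 mM HEPES pH 7.4 with 4.542 mM MgCl2, 0.005% Tween 20 | Times: 16 min enzyme reaction, ambient temperature | Signal: Red resorufin fluorescence at 544/590 nm excitation/emission | Measure: Increased resorufin signal from activators or reducing compounds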
TLR4 MyD88 comp = inhibitors of TLR4-MyD88 association in cells, primary screen, cell-based, HeLa CL3-4, BLA complementation, FRET ratio; HeLa CL3-4 TLR4/MyD88 BLA complementation; 200,000 tested, 0.18% active; Toll-like receptor 4 (Homo sapiens) + Myeloid differentiation primary response protein …; inhibition, % at 8.4 µM; AID 861, 2007; in the data active = inhibition above about 25%;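 also: 0% = vehicle and 100% = reference inhibitor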
Target sequence (O00206 whole entry, looked up): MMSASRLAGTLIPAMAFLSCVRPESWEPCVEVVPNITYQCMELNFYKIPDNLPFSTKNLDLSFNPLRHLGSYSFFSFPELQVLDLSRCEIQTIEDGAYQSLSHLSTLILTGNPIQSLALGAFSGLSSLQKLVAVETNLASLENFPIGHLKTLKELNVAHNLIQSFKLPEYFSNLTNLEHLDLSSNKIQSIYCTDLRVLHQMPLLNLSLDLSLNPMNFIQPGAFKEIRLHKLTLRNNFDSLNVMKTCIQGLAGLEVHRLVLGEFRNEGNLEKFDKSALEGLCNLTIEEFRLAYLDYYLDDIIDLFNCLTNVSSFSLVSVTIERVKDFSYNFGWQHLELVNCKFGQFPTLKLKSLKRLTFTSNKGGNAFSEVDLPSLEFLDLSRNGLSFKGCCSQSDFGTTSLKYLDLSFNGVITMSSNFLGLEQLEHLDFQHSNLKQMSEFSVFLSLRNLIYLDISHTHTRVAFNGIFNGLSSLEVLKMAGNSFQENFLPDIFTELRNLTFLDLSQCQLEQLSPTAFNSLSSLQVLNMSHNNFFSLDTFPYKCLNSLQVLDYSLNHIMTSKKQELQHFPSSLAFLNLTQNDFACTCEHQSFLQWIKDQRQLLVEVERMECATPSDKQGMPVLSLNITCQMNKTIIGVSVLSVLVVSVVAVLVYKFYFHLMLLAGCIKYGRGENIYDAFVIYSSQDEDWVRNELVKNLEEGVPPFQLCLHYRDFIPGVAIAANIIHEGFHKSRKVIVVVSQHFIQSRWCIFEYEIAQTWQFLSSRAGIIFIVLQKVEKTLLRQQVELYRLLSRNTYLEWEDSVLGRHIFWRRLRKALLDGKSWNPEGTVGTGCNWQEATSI
Target sequence (Q99836 whole entry, looked up): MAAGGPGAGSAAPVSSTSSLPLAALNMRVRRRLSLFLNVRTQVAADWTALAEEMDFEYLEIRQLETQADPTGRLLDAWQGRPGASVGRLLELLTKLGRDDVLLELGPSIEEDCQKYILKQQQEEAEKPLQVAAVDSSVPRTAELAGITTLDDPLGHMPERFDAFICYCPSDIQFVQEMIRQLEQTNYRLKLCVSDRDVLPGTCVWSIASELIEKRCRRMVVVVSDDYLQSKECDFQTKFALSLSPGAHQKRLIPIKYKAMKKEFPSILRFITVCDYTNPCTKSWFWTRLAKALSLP
STAT1 act = STAT1 signaling activators, primary screen, cell-based, HTS, luciferase reporter. 200,000 tested, 2.6% active. activation (% of control), % at 5.5 µM. NIH 3T3 STAT1-luciferase reporter, IFN-gamma, luminescence; 100% = IFN-gamma alone, no compound;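 active = activation above the screen-wide mean activation plus 3 SD, cut at about 130% in these data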;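 also: raw ratio to IFN-gamma control signal so 100% means no change and 0% no light; values of inactives mirror those of a sister screen read the other way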
Diaph inh CS = diaphorase inhibitors and chemical oxidizers, primary screen, counter-screen for diaphorase-coupled primary assays, biochemical, uHTS, resorufin fluorescence | diaphorase resazurin-to-resorufin fluorescence, NADH, 16 min; bacterial (C. kluyveri) enzyme, not human | inhibition, % at 20 µM | 190,000 tested, 0.69% active | AID 1217, 2008;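 active = primary screen inhibition at 20 µM above a set limit, cut at about 50% in these data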;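 also: plate controls were DMSO with full reaction for no effect and wells lacking NADH for full effect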
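material = Clostridium kluyveri diaphorase enzyme | amount = 0.14 U/mL diaphorase, enzyme working solution | schedule = incubation 16 min, room temperature | detection = fluorescence of resorufin formed from resazurin, Ex 544/Em 590 nm | benchmarks = positive control minus NADH, DMSO neutral control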
STAT3 blocker = IL-6 driven STAT3 reporter inhibitors, primary screen, U3A cells, luciferase, luminescence, MLSCN library; IL-6 STAT3-luciferase reporter; host cell line lacks STAT1; inhibition, % at 5.5 µM; 190,000 tested, 0.89% active; AID 862, 2007;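 active = inhibition above the mean inhibition across all screened compounds plus 3 SD, cut at about 44% in these data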;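 also: 0% = DMSO only wells and 100% = 100 µM nifuroxazide control wells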
STAT3 activator = IL-6 driven STAT3 reporter potentiators, primary screen, U3A cells, luciferase, luminescence, MLSCN library. IL-6 STAT3-luciferase reporter; 100% = signal with IL-6 EC80 alone. activation (% of control), % at 5.6 µM. 190,000 tested, 0.91% active. AID 871, 2007;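 active = activation above the screen-wide mean of compound activation plus 3 SD, cut at about 130% in these data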;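 also: 0% = background luminescence of wells with medium and substrate only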
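Test system: human U3A cells carrying STAT3-luciferase construct; control set: IL-6-only wells as 100% reference; timing: compound pre-incubation 1 h before IL-6, then 6 h stimulation at 37 °C; also added: IL-6 stimulus at 33 ng/mL final; evaluation: % activation versus median of IL-6-stimulated wells; detection: reporter luminescence signal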
G6PDH counter = L. mesenteroides G6PDH inhibitors, counter-screen for G6PDH-coupled screening assays, biochemical, Leuconostoc mesenteroides enzyme | Purified L. mesenteroides G6PDH, diaphorase/resazurin coupled fluorescence, 45 min | inhibition, % at 5 µM | 200,000 tested, 0.12% active; in the data active = inhibition above about 50%
APP 5UTR inh = inhibitors of APP translation via 5'UTR reporter, primary screen, APP 5'UTR luciferase, SH-SY5Y cells | SH-SY5Y APP 5'UTR-luciferase reporter, luminescence | inhibition, % at 2 µM | AID 1285, 2008 | 190,000 tested, 0.82% active;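 active = inhibition above a set limit, derived from the sample mean plus 3 SD, cut at about 45% in these data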; also: values of inactives mirror those of a sister screen read the other way
* = called active by the depositor; · = not tested or not shown.

SMILES	Hsp70 activator	STAT1 blocker	Diaphorase act	TLR4 MyD88 comp	STAT1 act	Diaph inh CS	STAT3 blocker	STAT3 activator	G6PDH counter	APP 5UTR inh
c1ccc(CSc2nnc3c(n2)OC(c2ccco2)Nc2ccccc2-3)cc1 (configuration not stated)	-0.2	2	0.9	9	98	9	18	88	-20	-18
CCSc1nnc(NC(=O)CSc2nnc(CNC(=O)c3cc(OC)c(OC)c(OC)c3)o2)s1	-0.3	13	1	2	88	0	8	90	-4	13
Cc1ccccc1C(=O)c1c[nH]c(C(=O)NCc2cccs2)c1	-0.1	-4	0.9	6	104	8	7	100	4	1
O=C(Nc1nnc(CC(=O)N2CCOCC2)s1)C1COc2ccccc2O1 (configuration not stated)	-0.3	-7	0.8	-6	106	18	6	99	-11	12
Cc1occc1C(=O)NCCCc1ccccc1	-0.3	-6	0.8	-1	106	15	-6	111	4	-16
Cc1cccc(-c2cc3nc4c(c(NCc5ccco5)n3n2)CCCC4)c1	-0.1	-39	0.8	-7	135*	23	14	93	6	-124
COc1ccc(CCc2nnc(CCC(=O)NCCc3ncccc3C)o2)cc1	-0.3	-10	·	18	109	·	0	105	8	2
COc1ccc(F)cc1C(=O)C1CCCN(C(=O)Cc2c(C)noc2C)C1 (configuration not stated)	0.2	-2	1.1	-6	100	-12	8	98	8	1
COc1cc(NC(=O)CN(C)S(=O)(=O)c2ccc3c(c2)CCC(=O)N3)cc(OC)c1	-0.5	3	0.8	9	97	16	4	100	2	-3
Cc1cc(=S)c2cccc(C)c2[nH]1	-0.4	6	0.9	2	95	6	15	89	5	6
CC(C)CSC1=NSC2=NC(=O)/C(=C\c3cccs3)C(=N)N12	-0.1	-21	0.8	-13	122	17	-6	103	4	-43
O=S(=O)(c1ccc(N2CCOCC2)cc1)N1CCOCC1	-0.4	6	0.9	6	91	11	-3	105	-2	34
CCN(c1ccccc1)S(=O)(=O)c1ccc(OC)c(NC(=O)CNC)c1	-0.3	-2	0.9	-11	101	7	-2	105	14	-12
COC(=O)C1=C(C)N(C(C)C)C(=O)C1(NC(C)=O)C(F)(F)F (configuration not stated)	-0.2	4	0.9	-10	96	14	4	97	3	8
NC1=NC(=O)/C(=C/c2c(OS(=O)(=O)c3ccc(Cl)cc3)ccc3ccccc23)S1	0.1	6	1	0	95	4	-4	101	-1	-4
O=C(NC(=S)Nc1ccc2c(c1)OCCO2)c1ccccc1	0.4	-32	0.8	-20	128	20	38	73	7	-179
CN1C2C=C3C(C#N)=C(N)C(C#N)(C#N)[C@@H](c4cccc(F)c4)[C@@H]3C1CC2 (some centres not stated)	-0.2	-3	1.2	-9	103	-17	-2	106	7	2
CCOC(=O)c1ccc(CNC(=O)C(Cc2c[nH]c3ccccc23)NC(C)=O)o1 (configuration not stated)	-0.1	4	0.9	-8	96	10	0	104	-18	-1
COc1ncnc2c1oc1nc(C(C)C)c3c(c12)CC(C)(C)OC3	0.1	-3	0.1	11	103	88*	-1	107	6	-2
COc1ccccc1CNC(=O)c1c(O)c2cc(OC)c(OC)cc2[nH]c1=O	-0.4	-1	0.9	-7	101	6	19	88	-3	-13
COc1cccc2cc(C(=O)NCc3ccco3)c(=O)oc12	-0.3	-7	0.8	5	109	19	1	97	15	-17
Cc1ccc(S(=O)(=O)CC(CN2CCOCC2)N2CCOCC2)cc1 (configuration not stated)	-0.4	4	0.9	12	95	15	-14	113	7	4
CC(C)=C1C2CCC1C1C(=O)N(NC(=O)COc3ccc(Cl)c(C)c3)C(=O)C21 (configuration not stated)	-0.1	-2	1	2	102	2	3	103	2	-2
CCN(C(=O)CSc1nc2c(cnn2-c2ccccc2)c(=O)[nH]1)C1CCS(=O)(=O)C1 (configuration not stated)	-0.3	11	0.9	-10	90	15	-2	99	-1	-2
O=C(O)CC(c1ccccc1)c1ccccc1	-0.3	5	0.9	-2	95	5	-3	108	-3	6

Profiles, quoted from the list:
`COc1cc(NC(=O)CN(C)S(=O)(=O)c2ccc3c(c2)CCC(=O)N3)cc(OC)c1` as listed: Hsp70 activator: -0.5; STAT1 blocker: 3; Diaphorase act: 0.8; TLR4 MyD88 comp: 9; STAT1 act: 97; Diaph inh CS: 16; STAT3 blocker: 4; STAT3 activator: 100; G6PDH counter: 2; APP 5UTR inh: -3
`COC(=O)C1=C(C)N(C(C)C)C(=O)C1(NC(C)=O)C(F)(F)F` (configuration not stated) as listed: Hsp70 activator: -0.2; STAT1 blocker: 4; Diaphorase act: 0.9; TLR4 MyD88 comp: -10; STAT1 act: 96; Diaph inh CS: 14; STAT3 blocker: 4; STAT3 activator: 97; G6PDH counter: 3; APP 5UTR inh: 8

The listing continues:
SMILES	Hsp70 activator	STAT1 blocker	Diaphorase act	TLR4 MyD88 comp	STAT1 act	Diaph inh CS	STAT3 blocker	STAT3 activator	G6PDH counter	APP 5UTR inh
O=C(N/N=C/c1cccc(Cl)c1Cl)Nc1ccccc1	-0.6	-10	0.9	-2	109	5	18	90	-1	-20
COc1ccc(CNC(=O)C2CCCN(c3nccc(C)n3)C2)cc1 (configuration not stated)	-0.2	0	0.9	-16	100	11	-1	103	5	-9
C/C(CC(=O)Nc1cc(Cl)ccc1Cl)=N\NC(=O)c1ccco1	0.0	-19	0.9	-11	117	5	5	102	0	-68
CNC(=O)CCC(=O)Nc1ccc(C(=O)OC)cc1	0.1	-1	0.8	-4	101	18	14	93	1	2
CCOC(=O)/C=C1\SCC(=O)N1CC(O)CN1C(=O)CS/C1=C\C(=O)OCC	1.0	3	1	2	97	4	-2	105	9	-5
C=CCSc1nc(-c2ccc(OC)cc2)c(C#N)c(=O)n1CC=C	0.2	1	0.8	-11	98	24	-1	108	6	8
O=C(Oc1ccccc1)c1cccc2cccnc12	-0.3	2	0.9	-2	100	14	3	98	-30	-8
CCn1c(SCC(=O)c2ccccc2)nc2c(c1=O)SC(C)C2 (configuration not stated)	-0.2	9	1	-14	90	4	-10	112	-8	-1
N#Cc1ccc(C(=O)OCC(=O)Nc2ccc(N3CCOCC3)cc2)cc1	-0.3	-7	0.8	8	107	20	1	103	5	-4
N#Cc1ccc2ccn(CC(=O)NCc3ccccc3)c2c1	-0.1	5	0.8	20	96	18	2	102	12	-14
O=C(Nc1ccc(N2CCOCC2)cc1)Nc1ccc2nsnc2c1	-0.4	4	·	1	95	·	24	82	13	-17
COc1ccc(N(C(=O)c2ccco2)S(=O)(=O)c2ccc(F)cc2)cc1	0.1	6	0.9	-1	95	8	12	93	4	9
O=C(NC1CCCCC1)c1ccc(Cn2cc(Br)cn2)o1	0.1	4	0.9	12	96	8	4	101	6	3
Cc1ccc(NC(=O)COC(=O)CCC(=O)c2cccs2)cc1	0.1	-2	0.9	-2	102	8	8	100	-9	-5
O=[N+]([O-])c1cccc2c(N3CCOCC3)ccnc12	0.0	7	0.8	9	94	20	10	96	2	2
Cc1ccc(Cl)cc1NC(=O)CSC(N)=O	-0.5	11	0.8	-1	90	20	-2	107	-1	5
CCOC(=O)C1=C(O)C(=O)N(c2ccc(S(N)(=O)=O)cc2)C1c1ccc(OC)cc1 (configuration not stated)	-0.2	-4	0.8	-4	103	17	-1	104	5	-2
Cc1ccc(C(=O)Nc2sc3c(c2C#N)CCCCC3)cc1C	0.6	-37	0.8	-5	134*	17	-21	121	1	-31
Clc1ccc(OCCCN2CCCCC2)c(Br)c1	-0.3	-19	0.9	-10	117	11	-10	106	1	-24
Cc1ccc(-n2nnnc2SCC(N)=O)c(C)c1	-0.2	3	0.9	2	100	14	1	102	-9	-64
CC1=C(C(=O)OC2CCCCC2)C(c2cccnc2)n2ncnc2N1 (configuration not stated)	-0.3	8	1	-6	93	-2	3	100	6	4
Cn1c(CNc2ccc(Cl)cc2)nnc1SCC#N	-0.2	7	1	-1	92	2	4	100	3	-16
COc1ccc(C/C(C)=N/Nc2nc(C)cc(=O)[nH]2)cc1	0.3	1	1	-7	98	3	-3	103	9	-6
O=C(N/N=C/c1ccncc1)c1nc(-c2ccccc2)n2c1CCCCC2	-0.5	12	0.9	-8	90	7	12	99	2	-2
CCOC(=O)CC(NC(=O)c1ccco1)c1ccccc1Cl (configuration not stated)	0.3	1	0.9	-1	99	8	2	102	4	-10

(continued)
SMILES	Hsp70 activator	STAT1 blocker	Diaphorase act	TLR4 MyD88 comp	STAT1 act	Diaph inh CS	STAT3 blocker	STAT3 activator	G6PDH counter	APP 5UTR inh
O=C1Nc2ccccc2N(O)N1c1ccc(S(=O)(=O)N2CCOCC2)cc1	0.0	5	0.9	-18	96	6	0	98	-14	10
Cc1cc(=O)oc(C)c1C(=O)Nc1ccc2nsnc2c1	-0.1	-4	0.9	-4	104	10	3	103	9	0
Nc1nc(NCC2CCCO2)nc(Nc2ccccc2)c1[N+](=O)[O-] (configuration not stated)	-0.4	2	0.9	-2	98	11	20	86	-3	0
Cc1c(NS(=O)(=O)c2ccc(NCCN3CCOCC3)c([N+](=O)[O-])c2)c(=O)n(-c2ccccc2)n1C	-0.6	1	1	-11	97	-2	2	100	6	22
COc1ccc(C2=NN(C(=O)CSc3nnc(C)n3C)C(c3ccco3)C2)cc1 (configuration not stated)	-0.4	-7	1	-10	106	-2	1	105	17	-21
Cc1ccc(C(=O)NC(=S)Nc2ccccc2C(F)(F)F)cc1C	-0.1	-8	0.7	4	107	28	4	98	6	-32
Cc1ccc(Nc2nnc(SCC(=O)NC3CCCc4ccccc43)s2)cc1 (configuration not stated)	-0.5	-5	0.7	-3	104	32	-14	108	-37	-8
CS(=O)(=O)N1CCN(c2ccc(NC(=O)c3ccc([N+](=O)[O-])o3)cc2)CC1	8.1*	-67	1	8	160*	3	22	90	5	66*
CCn1c(SCc2nc(N)nc(N3CCCCC3)n2)nc2c1c(=O)n(C)c(=O)n2C	-0.2	-3	0.9	-6	102	12	-6	103	-4	-4
Cc1ccccc1NC(=O)CSc1ccc(-c2ccco2)nn1	0.0	-3	0.9	7	103	8	-1	99	-8	11
O=C(NCc1ccc(N2CCCC2=O)cc1)NC1CCCCC1	-0.1	2	0.8	5	99	15	8	95	6	-3
O=C(COc1ccccc1-c1ccccc1)NN=C1CCCC1	0.2	-6	1.2	-1	104	-17	6	100	-2	82*

Compound activity as filed in PubChem BioAssay.
